Bioassay records deposited in PubChem BioAssay by National Center for Advancing Translational Sciences (NCATS).
FLuc inh: inhibitors of firefly (Photinus pyralis) luciferase; actives 2.5% (n = 76,000); AID 1347043; Potency, µM (doses to about 115 µM), without a hit: at the top dose activity change, negative = inhibition, usual class: inhibitors; P08659; purified P. pyralis luciferase, luminescence, biochemical; also: potency is read from the fitted curve at half-maximal effect; nearly all actives have a fitted effect of over 65% in size
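Purified 10nM P. pyralis luciferase with 10uM D-luciferin and 10uM ATP in 50mM Tris acetate pH 7.5, 10mM Mg acetate, 0.01% Tween-20, 0.05% BSA. qHTS titration; luminescence read by CCD imager.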
HEK293 viab: cell viability loss counter-screen. HEK-293-SNCA-luc viability, GF-AFC fluorescence, 24 h. Potency, µM (highest dose often 57.1 µM), for the others: top-dose activity change, negative = cytotoxicity, most hits filed as cytotoxic. actives 0.12% (n = 150,000). AID 1671193;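 also: potency is read from the fitted curve at half-maximal effect; 0% = DMSO-treated cells and -100% = medium-only wells without cells; nearly all actives have a fitted effect of over 30% in size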
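Cytotoxicity counterscreen: after 24 h compound treatment of genome-edited SNCA-luciferase HEK-293 cells, live-cell protease substrate GF-AFC read by fluorescence after 30 min; activity scaled between DMSO (0%) and medium-only (-100%), curves Hill-fitted.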
IP6K1 inhibitor: inhibitors of human IP6K1 | Q92551 | IP6K1 kinase, ADP-Glo luminescence, 2 h; stronger effect = lower value | activity change, % (series mostly up to about 58 µM) | actives 0.81% (n = 140,000); in the data active = activity change below about -25%
Target sequence (Q92551 whole entry, looked up): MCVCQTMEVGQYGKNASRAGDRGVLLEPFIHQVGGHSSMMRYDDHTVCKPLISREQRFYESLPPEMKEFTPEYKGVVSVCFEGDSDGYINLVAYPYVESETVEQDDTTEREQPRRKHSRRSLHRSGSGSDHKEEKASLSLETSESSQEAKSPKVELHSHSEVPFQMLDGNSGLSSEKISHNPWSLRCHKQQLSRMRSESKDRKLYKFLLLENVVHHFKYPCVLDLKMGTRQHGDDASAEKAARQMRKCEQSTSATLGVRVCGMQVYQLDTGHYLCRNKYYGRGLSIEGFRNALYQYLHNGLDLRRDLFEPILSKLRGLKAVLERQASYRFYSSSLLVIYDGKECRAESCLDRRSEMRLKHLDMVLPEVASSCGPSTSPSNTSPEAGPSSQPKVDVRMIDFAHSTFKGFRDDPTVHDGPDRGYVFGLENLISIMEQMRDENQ
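ADP-Glo luminescence measures ADP made by human IP6K1 during a 2 h RT reaction with ATP/IP6 (mix at 1.3 mM/130 uM); top library doses 57.5 and 19.1 uM final.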
HEK cytotox: cytotoxic compounds in HEK 293 cells; HEK 293 viability, ATP luminescence (CellTiter-Glo), 48-72 h; Potency, µM (doses to about 115 µM), for inactives: at the top dose activity change, negative = cytotoxicity, usual class: inhibitors; actives 6.6% (n = 94,000); AID 1345083; also: potency is read from the fitted curve at half-maximal effect; nearly all actives have a fitted effect of over 60% in size
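Cytotoxicity was scored by loss of ATP-coupled luminescence (CellTiter-Glo) in HEK 293 cells. Compound treatment ran 48 or 72 hr at 37 degree Celsius, 5% CO2, 95% humidity.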
GPT2 inh: blocks human glutamate pyruvate transaminase 2; Q8TD30; Recombinant GPT2, coupled pyruvate oxidase/HRP Amplex Red fluorescence; Potency, µM (top dose mostly 57.7 µM), for the others: top-dose activity change, negative = inhibition, usual class: inhibitors; actives 0.25% (n = 100,000); also: potency is read from the fitted curve at half-maximal effect; nearly all actives have a fitted effect of over 60% in size; many of its hits are not listed in these tables
Target sequence (Q8TD30 whole entry, looked up): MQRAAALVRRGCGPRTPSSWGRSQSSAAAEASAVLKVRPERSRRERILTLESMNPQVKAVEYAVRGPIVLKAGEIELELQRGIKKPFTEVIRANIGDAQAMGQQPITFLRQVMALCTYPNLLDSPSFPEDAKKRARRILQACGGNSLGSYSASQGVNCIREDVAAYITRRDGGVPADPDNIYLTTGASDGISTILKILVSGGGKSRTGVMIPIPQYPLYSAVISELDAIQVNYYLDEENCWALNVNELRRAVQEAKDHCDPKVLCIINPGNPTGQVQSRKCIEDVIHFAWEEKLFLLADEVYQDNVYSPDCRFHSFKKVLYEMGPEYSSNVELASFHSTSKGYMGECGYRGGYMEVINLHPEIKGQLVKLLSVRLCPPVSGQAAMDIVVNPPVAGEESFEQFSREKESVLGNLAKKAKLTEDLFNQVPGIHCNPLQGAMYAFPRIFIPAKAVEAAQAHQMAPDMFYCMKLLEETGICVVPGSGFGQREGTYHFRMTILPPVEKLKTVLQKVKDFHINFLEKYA
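Inhibition is scored from Amplex Red fluorescence generated when pyruvate oxidase and HRP act on pyruvate released by GPT2. Reactions contain 10ng/uL enzyme, 250uM a-KG and 2mM L-alanine and run 30 min at room temperature.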
3T3 cytotox: cytotoxic compounds in NIH 3T3 cells | NIH 3T3 viability, CellTiter-Glo ATP luminescence, 48-72 h | Potency, µM (highest dose often 96.7 µM), for the others: at the top dose activity change, negative = cytotoxicity, hits mostly inhibitors | actives 4.3% (n = 94,000) | AID 1345082; also: potency is read from the fitted curve at half-maximal effect; nearly all actives have a fitted effect of over 55% in size
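Cytotoxicity was measured by CellTiter-Glo ATP luminescence after 48 or 72 h compound exposure at 37 °C. Mouse NIH 3T3 fibroblasts were seeded at 400 cells/well and dosed by 23 nL pin transfer.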
SNCA expr inh: inhibitors of alpha-synuclein (SNCA) gene expression. HEK-293 SNCA-luciferase knock-in, luminescence, 24 h. Potency, µM (top dose mostly 57.2 µM), inactives show top-dose activity change, negative = inhibition, most hits filed as inhibitors. actives 0.17% (n = 140,000). AID 1671194;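 also: potency is read from the fitted curve at half-maximal effect; plate controls were DMSO cells for no effect and cell-free wells for full effect; nearly all actives have a fitted effect of over 45% in size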
An asterisk follows results filed as active; i = inactive; u = inconclusive; x = no result given; [ ] = remark or other dose. Unless noted, calls follow the shape of the dose curve; as a rule, active = well fitted curve in the direction sought with a large enough effect; inconclusive = small, poorly fitted or top-dose-only effect, or another doubt; inactive = no such curve, though single readings can be large; an effect the other way counts as inactive or inconclusive. Unless noted, % is scaled to controls: 0 for no effect and ±100 for the full control effect. Not a hit list. About 7.8% of those tested had a hit in this group.

The line under a structure holds: IP6K1 inhibitor, GPT2 inh, FLuc inh, HEK293 viab, SNCA expr inh, 3T3 cytotox, HEK cytotox
> COc1ccc(CC2CCOC3(CCN(C(=O)CC(C)C)CC3)C2)cc1 (configuration not stated)
    10, -32%, -6%, -5%, -4%, u, u
> Cn1cc(S(=O)(=O)c2cccc(Cl)c2)c(=O)c2cc(F)c(N3CCCCC3)cc21
    4, x, x, -13%, -9%, x, x
> CN(C)C[C@@H]1CN(Cc2ccccc2)C[C@H]1NC(=O)C1CCC1
    5, 0%, 7%, -1%, -15%, -7%, -25%
> CCc1ccc(OCC(=O)Nc2cc3oc4ccccc4c3cc2OC)c(Br)c1
    -14, x, x, -13%, -16%, x, x
> O=[N+]([O-])c1cccc2c(Br)[nH]nc12
    x, 1%, x, 20%, 15%, x, x
> O=C(Nc1cccc(F)c1)C1CCN(S(=O)(=O)c2cccc3nsnc23)CC1
    16, x, x, -2%, u, x, x
> O=C1NCCOCCN(C(=O)c2ccc3ccccc3n2)[C@H]2CCC[C@@H]12
    2, i, -1%, -3%, -5%, -17%, -8%
> Cc1cc(C)c(NC(=O)Cc2ccc(-n3c(C)nc4cccnc43)cc2)c(C)c1
    5, x, x, -5%, u, x, x
> Cc1ccc(O[C@H]2CCOC[C@H]2NC(=O)C2CCS(=O)(=O)CC2)cn1
    0, i, 2%, -3%, -2%, -17%, -3%
> COc1ccc(-n2nc(C3CCN(C(=O)c4ccc(C(F)(F)F)cc4)CC3)[nH]c2=O)cc1
    3, -3%, -7%, 27%, 6%, u, -26%
> O=C(C1CCCC1)N1CC2(CCN(C3COC3)C2)OCc2ccccc21 (configuration not stated)
    -18, 2%, x, 0%, -12%, -7%, 2%
> COc1cc(-c2noc(CN3CCN(c4cccc(Cl)c4)CC3)n2)cc(OC)c1OC
    14, x, x, -2%, -12%, x, x
> O=C(N[C@@H]1CN[C@H](CO)C1)C1CC1
    4, i, 1%, 6%, -25%, i, 3%
> Cc1cccc(NC(=O)c2nnn(CC(=O)Nc3ccc(C(C)C)cc3)c2N)c1C
    30, x, x, 20%, 18%, x, x
> CC1C(OC(=O)c2ccccc2)C(O)C2C(C(=O)O)=COC(OC3OC(CO)C(O)C(O)C3O)C12 (configuration not stated)
    5, -24%[27.3 µM], x, -11%[23.9 µM], x, x, x
> COCCCNC(=O)[C@@H]1CCCN1c1nccc(Nc2ccccc2OC)n1
    3, i, x, -18%, 10%, -16%, -3%
> Cc1ccc2nc(N(Cc3cccnc3)C(=O)CCS(=O)(=O)c3ccccc3)sc2c1
    -15, x, x, -17%, 39%[activator], x, x
> CCS(=O)(=O)c1ncc(Cl)c(C(=O)N(Cc2ccccc2)c2ccc(OC)cc2)n1
    -10, x, x, u, u, x, x
> CCNC(=O)N1CC(Oc2ccccc2-c2nc(-c3cnccn3)no2)C1
    -6, i, -6%, -7%, -5%, -15%, 6%
> Cc1oc2c(c1C(=O)NCCCN1CCCC1=O)CN(Cc1cccc(F)c1)CC2
    -4, 0%, u, -4%, 60%[activator], -25%, u
> Cc1cc(=O)oc2c3c(ccc12)OCN(Cc1ccccc1Cl)C3
    26, x, x, 4%, -15%, x, x
> O=C(NC1CCCCCC1)c1ccc2nccn2c1
    0, 2%[88.5 µM], 40µM*, -10%[87.6 µM], 150%[activator][87.6 µM], -29%[138 µM], u
> CC(C)CC(=O)NCC(c1ccc2c(c1)OCO2)N1CCN(c2ccccc2F)CC1 (configuration not stated)
    3, x, x, -8%, 7%, x, x
> CN1C(=O)CCCCC1C(=O)NCC1CCCCC1 (configuration not stated)
    6, i, 8%, 12%, 1%, i, 1%
> O=C1CCCCN1CC(=O)N1CCCC(Nc2ccccc2)C1 (configuration not stated)
    -9, 2%, -4%, 1%, 16%, 3%, -3%
> CCCOc1ccc(CN(C(=O)c2cc(=O)c3ccc(C)cc3o2)C2CCS(=O)(=O)C2)cc1 (configuration not stated)
    -7, x, x, -18%, u, x, x
> Cc1cccc2c(=O)cc(CSc3ccccc3NC(=O)c3cccc(Br)c3)[nH]c12
    15, x, x, u, u, x, x
> C[C@H](Nc1cc2c(-c3ccc4c(c3)OCO4)noc2cn1)c1ccccc1
    20, i, x, -6%, x, x, x
> CN1CCCC1COc1ccc2c(n1)CN(Cc1ccc(C(F)(F)F)cc1)C(=O)CO2 (configuration not stated)
    -10, -13%[88.5 µM], 3%[172 µM], -18%[87.6 µM], -11%[87.6 µM], u, u
> CCc1ccc(C(=O)Nc2cccc(-c3nc4cc(C(C)C)ccc4o3)c2)cc1
    -12, x, x, 8%, 9%, x, x
> COc1ccc2c(c1)CC(C(=O)NCCN1CCN(c3ccccc3F)CC1)CO2 (configuration not stated)
    6, x, x, -6%, 15%, x, x
> O[C@@H]1CC(CNC2CCC2)(COc2cccnc2)C[C@@H]1O (some centres not stated)
    15, i, -2%[172 µM], 3%[87.6 µM], 13%[87.6 µM], i, -1%[172 µM]
> CCCCN1C(=O)[C@@H]2C[C@@H](O)CN2C2(CN(Cc3ccncc3)C2)C1=O
    4, 3%[88.5 µM], 1%[172 µM], 7%[87.6 µM], 9%[87.6 µM], -9%[174 µM], -1%[172 µM]
> COc1cccc(-c2cn3cc(C(=O)NCCc4ccc(Cl)cc4)nc3s2)c1
    2, i, x, u, 4%, -13%, 32µM*
> CCCCCCCC/C=C\CCCCCCCC(=O)NCCO
    x, i, x, 1%, -9%, x, x
> Cc1noc(C)c1[S+](=O)([O-])N1CCC2(C1)N=C(c1ccncc1)C(=O)N2 (configuration not stated)
    -10, u, 2%, 0%, -30%, 2%, -6%
> CN(Cc1ccc2nonc2c1)Cc1cc2n(n1)CCN(S(C)(=O)=O)C2
    -5, 1%, -6%, -7%, -29%, 2%, -3%
> COc1ccc2c(c1)c(CN1CC[C@H](CO)[C@H](N(C)C)C1)cn2C(C)C
    5, i, 9%, -1%[12.5 µM], 14%, -10%, u
> CC(C)c1ccc(NC(=O)C2CCN(c3nc(-c4ccc(C(C)C)cc4)no3)CC2)cc1
    -2, x, x, 6%, u, x, x
> COC(=O)c1ccccc1NC(=O)Cn1c(=O)n(CCCC(=O)NCc2ccccc2OC)c(=O)c2ccccc21
    -4, x, x, u, 2%, x, x

3 structures from above, ordered by SMILES length, descending:
The line under a structure holds: IP6K1 inhibitor, GPT2 inh, FLuc inh, HEK293 viab, SNCA expr inh, 3T3 cytotox, HEK cytotox
> CCCOc1ccc(CN(C(=O)c2cc(=O)c3ccc(C)cc3o2)C2CCS(=O)(=O)C2)cc1 (configuration not stated)
    -7, x, x, -18%, u, x, x
> CCCCN1C(=O)[C@@H]2C[C@@H](O)CN2C2(CN(Cc3ccncc3)C2)C1=O
    4, 3%[88.5 µM], 1%[172 µM], 7%[87.6 µM], 9%[87.6 µM], -9%[174 µM], -1%[172 µM]
> COc1cccc(-c2cn3cc(C(=O)NCCc4ccc(Cl)cc4)nc3s2)c1
    2, i, x, u, 4%, -13%, 32µM*

Further results follow.
The line under a structure holds: IP6K1 inhibitor, GPT2 inh, FLuc inh, HEK293 viab, SNCA expr inh, 3T3 cytotox, HEK cytotox
> COc1ccc(C(=O)Nc2ccnn2C2CCN(C(C)=O)CC2)cc1
    14, i, 2%, -16%, -2%, 4%, -5%
> COc1ccc(C(C)=O)cc1CSc1nc(Nc2ccc(F)c(F)c2)c2ccccc2n1
    13, x, x, 1%, -22%, x, x
> CS(=O)(=O)N1C[C@@H](COc2cccnc2)[C@H](c2ccccn2)C1
    31, -21%, -4%, -11%, 18%, -17%, -8%
> Cn1cnnc1-c1nn(C)c2c1CN(C(=O)CCC(=O)N1CC(=O)Nc3ccccc31)CC2
    -12, 2%, 0%, 7%, 5%, 4%, i
> CCn1cc(C(=O)N2C[C@@H](COC)[C@H](c3nc(C4CC4)no3)C2)cn1
    -6, 1%, 6%, 3%, 11%, i, -5%
> CCN1CCN(Cc2nc3cc(NC(=O)c4ccccc4[N+](=O)[O-])ccc3n2CC)CC1
    2, x, x, -21%, -1%, x, x
> COCc1c(C(=O)N2CC(F)(F)C[C@H]2c2nc(C)no2)noc1C
    4, i, 4%, 1%, -1%, -9%, -13%
> CCC(Sc1nc2nccnc2c(=O)n1Cc1ccc(Cl)cc1)C(=O)NC1CCCCC1 (configuration not stated)
    21, x, x, -1%, -3%, x, x
> COc1ccc(-c2nc(C)nc3c2CCN(C(=O)c2ccc(C)cc2)CC3)cc1
    3, i, -5%, -3%, -5%, -14%, u
> O=C(NCCN1CCOCC1)C1CCCN(C2CCN(Cc3ccncc3)CC2)C1 (configuration not stated)
    -2, 5%, 14%, -4%, -15%, -11%, u
> CC(C)CCNC(=O)N1CCC(Oc2ncccc2C(=O)N(C)C)C1 (configuration not stated)
    2, 3%, -1%, -6%, -21%, i, 6%
> CC(C)CCNC(=O)c1cnc2n1CCN(Cc1cccc(C#N)c1)CC2
    -14, -6%[88.5 µM], -11%[172 µM], -17%[87.6 µM], u, u, u
> O=C(NC1CCN(c2cc(-c3ccccc3)[nH]n2)C1)c1cccc(F)c1 (configuration not stated)
    0, -27%, 7%, -15%, -10%, -21%, u
> CC(=O)Nc1ccc(NC(=O)c2cc3sccc3n2Cc2ccc(Cl)cc2)cc1
    11, x, x, 3%, u, x, x
> Brc1ccc(-c2ccnc3nc(-c4cccs4)nn23)cc1
    1, i, -22%, 10%, 138%[activator], -20%, u
> CCOC(=O)CNC(=O)CCc1conc1-c1ccc(OC)cc1
    2, 2%, u, 7%, 60%[activator], 0%, -10%
> CCc1noc(-c2nc(-c3ccc(F)c(Br)c3)no2)n1
    -15, -24%, -27%, 8%, 68%[activator], -23%, u
> Oc1ccccc1
    6, i, x, -6%[23.9 µM], -27%[25.6 µM], x, x
> O=C1COCC2(CN1Cc1ccccc1)CN(C(=O)C1(c3ccccc3)CC1)C2
    -1, -3%[88.5 µM], 1%[172 µM], 4%[87.6 µM], -10%[87.6 µM], 79µM*, -1%[172 µM]
> COc1ccc(Nc2ncnc3c2c(-c2ccccc2)cn3-c2ccc(C)c(Cl)c2)cc1OC
    4, x, x, 2%, 5%, x, x
> COc1ccc(CNC(=O)[C@@]23CCCC[C@H]2N(CCC(C)C)C(=O)CC3)cc1OC
    8, u, -1%, -21%, -2%, u, u
> CCN(CC)C(=O)Cn1c(=O)n(CCCCCC(=O)NCc2ccc3c(c2)OCO3)c(=O)c2sccc21
    -5, x, x, -4%, 10%, x, x
> COc1ccc(-c2nc(C)nc3c2CCN([S+](=O)([O-])c2ccccc2)CC3)cc1
    7, i, 4%, -5%, 17%, -29%, -22%
> COC[C@H]1CCCN1Cc1nc(C2(O)CCN(Cc3ccc(C(F)(F)F)cc3)CC2)cs1
    14, i, -4%, -12%, -7%, u, u
> CCCCCCCCCCCCCC(=O)N[C@H](CO)[C@H](O)c1ccc([N+](=O)[O-])cc1
    x, -2%, x, -10%, 9.6µM*, x, x
> Cc1ccc2c(c1)N1C(=O)OC[C@@H]1CCN(Cc1cccc(Cl)c1)C2
    -18, i, 7%[172 µM], -8%[87.6 µM], -25%[87.6 µM], u, u
